# OXTR ag – human OXTR agonism; P30559; CHO-OTR cells, Fluo-8 calcium fluorescence; normalized: DMSO 0%, oxytocin 100%; activation, % at 3 µM; 320,000 tested, 0.32% active;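 active = activation above the mean of all tested compounds plus 3 SD, cutoff set per screening run, cut at about 20% in these data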;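 also: peak over basal fluorescence ratio from a 100 s FLIPR kinetic read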
# GPR7 antagonist – human neuropeptides B/W receptor 1 antagonism; GPR7-expressing cells, fluorescence antagonist assay; P48145; inhibition, % at 4.4 µM; 290,000 tested, 1.1% active; in the data active = inhibition above about 16%, passing the limit was not always enough;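 also: cells stimulated with the agonist NPW; 0% = agonist with vehicle and 100% = vehicle without agonist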
# Target sequence (P48145 whole entry, looked up): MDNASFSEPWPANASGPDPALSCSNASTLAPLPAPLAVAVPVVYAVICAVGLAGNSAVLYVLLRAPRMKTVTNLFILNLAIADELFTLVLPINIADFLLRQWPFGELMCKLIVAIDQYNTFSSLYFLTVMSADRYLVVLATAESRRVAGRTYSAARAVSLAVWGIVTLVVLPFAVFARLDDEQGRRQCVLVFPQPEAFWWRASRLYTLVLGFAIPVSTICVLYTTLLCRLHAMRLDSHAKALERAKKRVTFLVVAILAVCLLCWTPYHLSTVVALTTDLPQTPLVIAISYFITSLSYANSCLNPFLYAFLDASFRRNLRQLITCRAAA
# V1R ag counter – activates human V1a receptor in oxytocin agonist counter-screen; CHO-V1R cells, Fluo-8 calcium fluorescence, agonist mode; 0% DMSO, 100% 3 nM vasopressin; activation, % at 3 µM; P37288; 320,000 tested, 0.25% active;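 active = activation above the mean activation of all tested compounds plus 3 SD, per screening run, cut at about 20% in these data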;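 also: signal is peak over basal fluorescence ratio across a 100 second FLIPR read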
# Target sequence (P37288 whole entry, looked up): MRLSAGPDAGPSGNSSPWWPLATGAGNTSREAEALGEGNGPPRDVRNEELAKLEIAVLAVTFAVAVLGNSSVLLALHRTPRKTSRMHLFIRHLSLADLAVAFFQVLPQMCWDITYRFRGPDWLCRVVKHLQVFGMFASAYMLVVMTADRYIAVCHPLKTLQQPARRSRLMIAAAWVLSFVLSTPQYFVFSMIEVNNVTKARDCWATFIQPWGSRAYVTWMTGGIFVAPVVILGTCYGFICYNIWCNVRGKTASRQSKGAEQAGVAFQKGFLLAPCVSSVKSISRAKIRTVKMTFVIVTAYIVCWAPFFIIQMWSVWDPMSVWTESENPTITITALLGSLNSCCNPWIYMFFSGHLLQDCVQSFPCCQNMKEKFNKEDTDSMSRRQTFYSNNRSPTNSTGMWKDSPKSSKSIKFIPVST
# CHO-K1 Ca antag – M1 antagonist counterscreen hit in parental CHO-K1 cells | ATP-induced calcium, Fluo-8 fluorescence | inhibition, % at 3 µM | 360,000 tested, 0.6% active;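 active = inhibition above a per-plate cutoff, the plate's mean sample inhibition plus 3 SD, cut at about 24% in these data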;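 also: 0% = DMSO plus EC80 ATP and 100% = DMSO alone without ATP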
# CHO parental Ca – counter-screen: ATP calcium response change in parental CHO cells; parental CHO-K1, ATP-induced calcium, Fluo-8 fluorescence; inhibition, % at 5.6 µM; 330,000 tested, 0.63% active; AID 463079;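 active = inhibition above that plate's mean sample inhibition plus 3 SD, cut at about 26% in these data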;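 also: 0% = ATP-challenged DMSO wells and 100% = DMSO wells without ATP; some compounds past the cut are filed as inactive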
#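 Test system: parental CHO cells; detection: calcium-sensitive Fluo-8 fluorescence; evaluation: percent inhibition of calcium signal; also added: ATP as calcium-mobilizing challenge; repeats: one well per compound; control set: ATP-challenged DMSO wells low, unchallenged DMSO wells high; compound: single nominal dose of 5.6 µM per compound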
# TAAR1 antag – antagonists of human TAAR1 | inhibition, % at 3 µM | CHO RD-HGA16 TAAR1, Fluo-8 calcium fluorescence, antagonist | 360,000 tested, 1.5% active | AID 624466;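 active = inhibition above a per-plate cutoff, the mean inhibition of test compounds on that plate plus 3 SD, cut at about 49% in these data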;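 also: 0% = DMSO plus EC80 beta-PEA response and 100% = DMSO alone without agonist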
#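 Material: RD-HGA16 CHO cells with stable hTAAR1 and Gα16; Dosing: single nominal final test compound concentration of 3 µM; Schedule: seeding 17-24 h prior, 75-min 37 °C, 30-min RT dye loading; Detection: kinetic Fluo-8 calcium fluorescence measurement; Measure: % inhibition from peak post-agonist over basal fluorescence ratio; Benchmarks: vehicle and agonist controls.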
# M1 ag parental – nonselective activator or artifact in parental CHO-K1 cells; Fluo-8 calcium fluorescence; scaled to maximal ATP response, vehicle zero; activation, % at 3 µM; 360,000 tested, 0.48% active; AID 602248; in the data active = activation above about 15%;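 also: untransfected CHO-K1 host cells lacking M1 receptor as counterscreen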
# CHO-K1 Ca PAM – counter-screen for M1 PAMs: effect in parental CHO-K1 cells. ATP EC20, Fluo-8 calcium fluorescence; 0% at ATP EC20, 100% at ATP max. activation, % at 3 µM. 360,000 tested, 0.02% active. AID 602247;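 active = activation above the run cutoff, the mean activation of all test compounds plus 3 SD, cut at about 40% in these data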;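 also: peak over basal fluorescence ratio in a 140 s read after ATP addition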
# OXTR potentiator – human OXTR potentiation; P30559; CHO-OTR cells, Fluo-8 calcium fluorescence, potentiator mode; 0% = oxytocin EC15, 100% = EC100; activation, % at 3 µM; 320,000 tested, 0.061% active; AID 2445;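 active = activation above that plate's cutoff, the mean activation of tested compounds plus 3 SD, cut at about 6.6% in these data, passing the limit was not always enough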;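 also: 100% uses oxytocin at 75 nM as the full agonist control; some results filed as inactive read as strong as hits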
#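 test system = CHO-OTR cells, human receptor | compound = single-point 3.0 µM | schedule = 6 min compound pre-incubation at room temperature, 100 s kinetic read | signal = Fluo-8 no-wash calcium dye fluorescence, excitation 470-495 nm, emission 515-575 nm | repeats = single well per compound, singlicate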
# * hit, by the source's call; nt = not tested or not shown.
compound | OXTR ag | GPR7 antagonist | V1R ag counter | CHO-K1 Ca antag | CHO parental Ca | TAAR1 antag | M1 ag parental | CHO-K1 Ca PAM | OXTR potentiator
CCOCCCNC(=O)CCn1ccc2cc(S(=O)(=O)N3CCCC3)ccc21 | 0.7 | -8 | 1.0 | 1 | -6 | -17 | 0.4 | -12 | -3
Cc1ccc(-c2nc(CS(=O)CC(=O)NCCCN3CCN(Cc4ccccc4)CC3)c(C)o2)cc1 (stereo not drawn) | 2.3 | -18 | 2.8 | 12 | -19 | -19 | 2.3 | -8 | -6
Cc1nnc(NC(=O)c2ccc(Br)cc2)s1 | -0.7 | -6 | 0.0 | 2 | -2 | -8 | 0.0 | -5 | -8
Cc1noc(C)c1CSc1nnc(-c2c[nH]c3ccccc23)n1-c1ccc(Cl)cc1 | 1.5 | -7 | -0.2 | 0 | -27 | 16 | 0.2 | -7 | -11
O=C(NCC(=O)N1CCN(Cc2ccccc2)CC1)c1ccc(Br)cc1 | -0.3 | 2 | 1.9 | -5 | 3 | -20 | 1.2 | 5 | -5
O=C1[C@@H]2Cc3c([nH]c4ccccc34)CN2C(=O)CN1CCCCCO | -0.2 | -6 | 0.6 | 11 | -5 | -11 | -0.1 | 1 | -11
NC(N)=NC(N)=NCCc1ccccc1 | 0.4 | -14 | 0.6 | 2 | 0 | -17 | 0.1 | 9 | 1
Cc1oc(-c2cccc(Cl)c2)nc1CN1CCCC(C(=O)NC(C)c2ccc3c(c2)OCCO3)C1 (stereo not drawn) | 8.2 | 3 | 6.3 | -9 | -2 | 21 | 3.0 | 22 | -23
NS(=O)(=O)c1ccc(CNc2ccc3ccccc3n2)cc1 | 1.1 | -4 | 0.2 | -8 | -5 | 10 | 2.4 | -7 | -5
N#Cc1ccccc1NC(=O)CSc1nccn1CCc1ccccc1 | -0.9 | 3 | -0.1 | -5 | -8 | 14 | 1.2 | 13 | 0
COc1ccc(NC(=O)c2c(C)noc2C)cc1S(=O)(=O)N1CCCCC1 | nt | nt | nt | -12 | nt | 11 | 2.3 | 16 | nt
Cc1cc(=O)oc2c(C)c(OCC(=O)N3CCN(c4ccc(F)cc4)CC3)ccc12 | -0.6 | 9 | 1.1 | -8 | -13 | -24 | 5.7 | 4 | -8
CC(C)CCN1CC(O)=C(c2nc(-c3ccc(Cl)cc3)cs2)C1=N | -0.8 | 4 | -0.1 | 1 | -1 | 22 | -0.1 | -5 | -10
COCCCN1C(=O)C(=O)/C(=C(/O)c2ccc(OC)cc2)C1c1cccc(OC)c1 (stereo not drawn) | 0.5 | 3 | 0.1 | -3 | -19 | -16 | 0.1 | 4 | -15
COc1cc(C)c(Cl)c(C)c1S(=O)(=O)NCc1cccnc1 | 2.2 | -5 | 2.7 | 27* | 3 | 6 | 0.0 | -7 | 0
Cc1ncc([N+](=O)[O-])n1CCOC(=O)NC(NCc1ccccc1Cl)C(Cl)(Cl)Cl (stereo not drawn) | -0.3 | 3 | 2.5 | 19 | -18 | -11 | 2.2 | -14 | -10
CCn1c(SCc2nc3sc(C(=O)O)c(C)c3c(=O)[nH]2)nnc1-c1ccc(Cl)cc1 | -0.1 | -8 | 0.0 | -9 | -5 | -15 | 8.4 | 14 | -1
O=c1ccc(S(=O)(=O)N2CCCC2)cn1Cc1nc(-c2ccc(F)cc2)no1 | nt | nt | nt | 2 | nt | 43 | 12 | 8 | nt
CC(C)NC(=O)c1c2c(nc3ccccc13)CCCC2 | -0.4 | -10 | 0.4 | -5 | -11 | -18 | 0.4 | 17 | -4
OCCCNc1ncnc2scc(-c3ccc(Cl)cc3)c12 | nt | -3 | nt | -8 | nt | 32 | 8.9 | 9 | nt
CCCSc1nn2c(=O)c3ccccc3nc2s1 | -1.7 | 4 | 0.3 | 9 | -11 | -17 | 0.6 | -3 | -6
CC(/C=N/O)Cc1ccc2c(c1)OCO2 (stereo not drawn) | -0.3 | -2 | -0.4 | -7 | -4 | -28 | 0.7 | -16 | 4
CCOC(=O)C1(Cc2ccccc2)CCN(Cc2ccc(C)s2)CC1 | -0.1 | -2 | 2.5 | 6 | -13 | 39 | 5.2 | -2 | -11
C=CC[C@@H]1Cc2c(Br)ccc(Br)c2[C@@H](CC=C)N1 | -2.2 | -10 | -1.0 | -3 | -31 | -25 | -0.4 | 19 | -3
O=C(NCCSSCCNC(=O)c1ccccc1)c1ccccc1 | nt | nt | nt | 0 | nt | -26 | 1.4 | 3 | nt
CCN(CC)S(=O)(=O)c1ccc(N2CCOCC2)c(NC(=O)COc2ccccc2C)c1 | -1.5 | nt | -0.2 | -18 | -19 | -6 | 0.0 | 8 | -4
COCc1cc(C)nc(OCC(=O)N/N=C/c2ccco2)c1C#N | 0.0 | -3 | 0.9 | -8 | -7 | -19 | 0.5 | 15 | 1
O=C(O)c1ccc(Cl)c(S(=O)(=O)Nc2ccc3cn[nH]c3c2)c1 | -0.3 | -2 | -1.4 | -9 | -5 | -23 | 0.1 | 19 | -20
CSCCC(NC(=O)c1ccc(Cl)cc1)C(=O)OCC(=O)c1ccc[nH]1 (stereo not drawn) | -2.3 | -3 | -0.4 | -14 | -12 | 1 | 0.1 | 27 | -3
Cc1cccc(Cn2c(SCCN3CCCCC3)nc3c2c(=O)[nH]c(=O)n3C)c1 | -1.4 | nt | -1.0 | 18 | 0 | -23 | 1.3 | 6 | -4

# (more compounds)
molecule	OXTR ag	GPR7 antagonist	V1R ag counter	CHO-K1 Ca antag	CHO parental Ca	TAAR1 antag	M1 ag parental	CHO-K1 Ca PAM	OXTR potentiator
O=S(=O)(c1ccc(=S)[nH]c1)N1CCCC1	1.0	nt	1.3	-6	5	-7	6.4	-5	0
CC(=O)n1cc([C@H]2C=C(C(=O)N3CCN(Cc4ccccc4)CC3)O[C@@H](OCCCCO)C2)c2ccccc21	2.3	8	0.7	-13	-24	nt	2.6	4	-11
CC1CN(S(=O)(=O)c2ccc(NC(=O)c3ccco3)cc2)CC(C)O1 (stereo not drawn)	-0.3	-12	0.7	7	-5	6	0.2	-3	-9
Cc1ccc2c(c1)N(C(=O)CCC(=O)NCCCN1CCOCC1)CCO2	-0.4	-6	-0.6	-6	-5	6	-0.3	13	-5
CC(=O)NC(CC(=O)Nc1nc(-c2ccc(N(C)S(C)(=O)=O)cc2)cs1)c1ccccc1 (stereo not drawn)	3.1	4	3.0	-13	2	8	5.2	-1	-6
CSc1ccc(/C=N\NC(=O)CC(=O)NC(C)C)cc1	0.4	-1	0.3	-15	-1	4	1.5	22	1
O=C(O)CCCC(=O)NCCCCc1ccccc1	0.2	-5	-0.3	-3	-6	6	-0.1	11	-2
C[n+]1ccn(CC(=O)c2ccc(Br)cc2)c1	0.9	5	1.2	-13	0	8	0.1	13	-3
O=C(C1CCCN(S(=O)(=O)c2ccccc2)C1)N1CCCCC1 (stereo not drawn)	0.1	2	1.7	-6	-14	-3	1.1	19	-3
CCCc1nnc(NC(=O)C(CC)OC(=O)c2cc(C)nc3ccccc23)s1 (stereo not drawn)	-2.6	-10	-0.8	17	-7	-1	-0.2	-8	5
COc1ccccc1Cc1c(-c2ccccc2)nc2ccc(Br)cn12	nt	nt	nt	3	nt	3	1.4	19	nt
O=C1OCCC1Sc1nc2ccccc2c(=O)n1-c1ccc(F)cc1 (stereo not drawn)	-1.1	-15	-1.3	3	-1	3	-0.3	-17	2
O=c1cc(O)c2sc(Nc3ccc(Cl)c(F)c3)nc2[nH]1	-0.6	8	3.4	-8	-5	4	0.4	29	-5
CCOC(=O)c1c(NC(=O)N/N=C/c2ccccc2OCC)sc(C(C)=O)c1C	nt	2	nt	-4	nt	-8	2.2	21	nt
O=C(c1cc(C2CCCCN2C(=O)CCCc2ccccc2)on1)N1CCOCC1 (stereo not drawn)	nt	nt	nt	7	nt	26	3.9	-3	nt
Cc1[nH]nc2c1C(c1ccccc1F)NC2=O (stereo not drawn)	0.2	-7	-0.8	-1	-5	3	0.1	5	1
CC(C)(C)c1ccc(C(=O)NCCCn2ccnc2)cc1	0.0	-16	0.1	17	-6	-25	2.6	-17	1
CC(C)C(=O)Nc1cccc(-c2nc3ccccc3c(=O)o2)c1	-0.7	-4	0.0	-14	15	6	0.4	25	-11
CC12CN3CC(C)(CN(C1)C3c1ccccc1Cl)C2O (stereo not drawn)	0.2	-9	-0.6	-24	-19	0	0.5	27	-4
CCn1nc(NS(=O)(=O)c2ccc(NC(C)=O)cc2)c2cc3cc(C)ccc3nc21	-0.7	-2	-0.4	-2	-10	1	-0.5	4	0
COc1ccc(-c2cc3nc(-c4ccccc4)cc(N4CCN(C(=O)c5ccsc5)CC4)n3n2)cc1	nt	nt	nt	-14	nt	22	0.3	9	nt
O=C(NS(=O)(=O)N1CCOCC1)C1=C(N2CCCC2)COC1=O	1.4	nt	0.2	-7	9	-4	-0.3	18	1
COc1cc(C(=O)N(C(C)C)C2CCCCC2)cc(OC)c1OC	nt	nt	nt	-19	nt	-10	0.2	11	nt
COc1ccc(NC(=S)N2CCCCCC2)cc1OC	0.6	2	0.2	-7	9	3	1.1	17	-12
CCCCCCNC(=O)N1C/C=C\C(c2ccc(OC)cc2)N(Cc2ccc(F)cc2)C(=O)C1 (stereo not drawn)	-0.7	nt	0.7	-9	-7	17	0.3	-5	-5
O=C(NCC(c1ccc(F)cc1)N1CCOCC1)c1cccnc1Sc1ccccc1Cl (stereo not drawn)	0.1	nt	-1.1	2	-5	2	0.5	-6	-10
CN(Cc1ccccc1)c1nc(CN2CCOCC2)nc2scc(-c3ccccc3)c12	-3.1	3	-0.5	8	-24	-2	0.5	13	0

# A different layout for part of the listing above.
# Each structure is followed by: OXTR ag, GPR7 antagonist, V1R ag counter, CHO-K1 Ca antag, CHO parental Ca, TAAR1 antag, M1 ag parental, CHO-K1 Ca PAM, OXTR potentiator
> CCn1nc(NS(=O)(=O)c2ccc(NC(C)=O)cc2)c2cc3cc(C)ccc3nc21
→ -0.7, -2, -0.4, -2, -10, 1, -0.5, 4, 0
> COc1ccc(NC(=S)N2CCCCCC2)cc1OC
→ 0.6, 2, 0.2, -7, 9, 3, 1.1, 17, -12
> O=C(NCC(c1ccc(F)cc1)N1CCOCC1)c1cccnc1Sc1ccccc1Cl (stereo not drawn)
→ 0.1, nt, -1.1, 2, -5, 2, 0.5, -6, -10
> CC12CN3CC(C)(CN(C1)C3c1ccccc1Cl)C2O (stereo not drawn)
→ 0.2, -9, -0.6, -24, -19, 0, 0.5, 27, -4

# Compound activity (PubChem)

# Compounds as they come; overall some 3.5% were active at least once.
